FLuc inh: inhibitors of firefly (Photinus pyralis) luciferase. purified P. pyralis luciferase, luminescence, biochemical. AID 1347043. P08659. Potency, µM (doses to about 115 µM), for inactives: at the highest dose activity change, negative = inhibition, hits mostly inhibitors. 76,000 compounds, 2.5% hits; further: potency means the concentration at half of the fitted maximal effect; nearly all actives have a fitted effect of over 65% in size
Target sequence (P08659 whole entry, looked up): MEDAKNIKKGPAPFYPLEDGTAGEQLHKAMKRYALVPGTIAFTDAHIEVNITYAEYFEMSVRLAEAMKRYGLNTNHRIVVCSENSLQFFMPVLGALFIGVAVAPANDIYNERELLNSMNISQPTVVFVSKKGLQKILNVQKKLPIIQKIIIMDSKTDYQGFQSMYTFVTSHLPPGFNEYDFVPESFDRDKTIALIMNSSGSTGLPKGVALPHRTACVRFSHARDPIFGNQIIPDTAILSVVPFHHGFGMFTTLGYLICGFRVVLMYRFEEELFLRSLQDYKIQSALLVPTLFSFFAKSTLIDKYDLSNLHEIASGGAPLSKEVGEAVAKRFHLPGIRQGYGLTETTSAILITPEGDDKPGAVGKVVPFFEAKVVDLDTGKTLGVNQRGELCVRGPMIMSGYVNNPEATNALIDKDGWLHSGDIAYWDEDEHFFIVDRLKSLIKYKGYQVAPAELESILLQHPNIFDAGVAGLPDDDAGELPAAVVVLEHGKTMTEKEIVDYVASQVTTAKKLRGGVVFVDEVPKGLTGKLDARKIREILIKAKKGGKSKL
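Cell-free enzyme assay, 10nM P. pyralis luciferase, luciferin and ATP each at 10uM. Inhibition profiled over a 6-point titration, read as luminescence.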
GPT2 inh: blocks human glutamate pyruvate transaminase 2; Potency, µM (titrated, usually from 57.7 µM), inactives show at the highest dose activity change, negative = inhibition, hits mostly inhibitors; Recombinant GPT2, coupled pyruvate oxidase/HRP Amplex Red fluorescence; 100,000 compounds, 0.25% hits; AID 1671188; Q8TD30; further: potency means the concentration at half of the fitted maximal effect; nearly all actives have a fitted effect of over 60% in size; many of its hits are not listed in these tables
Target sequence (Q8TD30 whole entry, looked up): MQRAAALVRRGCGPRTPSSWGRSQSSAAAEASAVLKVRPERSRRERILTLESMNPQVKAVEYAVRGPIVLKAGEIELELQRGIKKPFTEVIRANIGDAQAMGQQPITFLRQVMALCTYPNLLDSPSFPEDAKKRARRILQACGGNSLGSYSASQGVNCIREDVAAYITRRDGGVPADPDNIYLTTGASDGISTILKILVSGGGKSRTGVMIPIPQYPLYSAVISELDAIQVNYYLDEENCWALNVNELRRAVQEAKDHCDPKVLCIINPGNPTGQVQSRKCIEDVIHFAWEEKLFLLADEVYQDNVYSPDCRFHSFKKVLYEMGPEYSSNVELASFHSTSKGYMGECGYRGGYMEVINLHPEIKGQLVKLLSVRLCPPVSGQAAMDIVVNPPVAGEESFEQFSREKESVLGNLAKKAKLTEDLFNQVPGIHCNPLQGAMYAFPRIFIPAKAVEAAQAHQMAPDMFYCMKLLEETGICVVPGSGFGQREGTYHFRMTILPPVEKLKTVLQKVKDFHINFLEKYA
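Recombinant GPT2 (10ng/uL) with 250uM a-KG and 2mM L-alanine, 30 min at room temperature, in HEPES pH 7.5 buffer. Pyruvate detected by pyruvate oxidase/HRP/Amplex Red fluorescence after 30 min in the dark; AOA (50uM) as positive control.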
3T3 cytotox: kills NIH 3T3 cells; NIH 3T3 viability, CellTiter-Glo ATP luminescence, 48-72 h; Potency, µM (top dose mostly 96.7 µM), without a hit: at the highest dose activity change, negative = cytotoxicity, hits mostly inhibitors; 94,000 compounds, 4.3% hits; AID 1345082; further: potency means the concentration at half of the fitted maximal effect; nearly all actives have a fitted effect of over 55% in size
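Cytotoxicity was measured by CellTiter-Glo ATP luminescence after 48 or 72 h compound exposure at 37 °C. Mouse NIH 3T3 fibroblasts were seeded at 400 cells/well and dosed by 23 nL pin transfer.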
HEK293 viab: cell viability loss counter-screen. HEK-293-SNCA-luc viability, GF-AFC fluorescence, 24 h. AID 1671193. 150,000 compounds, 0.12% hits. Potency, µM (top dose mostly 57.1 µM), for the others: at the highest dose activity change, negative = cytotoxicity, usual class: cytotoxic;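 further: potency means the concentration at half of the fitted maximal effect; 0% = DMSO-treated cells and -100% = medium-only wells without cells; nearly all actives have a fitted effect of over 30% in size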
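Cytotoxicity counterscreen: after 24 h compound treatment of genome-edited SNCA-luciferase HEK-293 cells, live-cell protease substrate GF-AFC read by fluorescence after 30 min; activity scaled between DMSO (0%) and medium-only (-100%), curves Hill-fitted.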
IP6K1 inhibitor: IP6K1 kinase inhibition; AID 1645851; activity change, % (series mostly up to about 58 µM); 140,000 compounds, 0.81% hits; IP6K1 kinase, ADP-Glo luminescence, 2 h; stronger effect = lower value; in the data active means activity change below about -25%
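ADP-Glo luminescence measures ADP made by human IP6K1 during a 2 h RT reaction with ATP/IP6 (mix at 1.3 mM/130 uM); top library doses 57.5 and 19.1 uM final.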
SNCA expr inhib: SNCA gene expression inhibition; HEK-293 SNCA-luciferase knock-in, luminescence, 24 h; Potency, µM (series often up to 57.2 µM), for inactives: top-dose activity change, negative = inhibition, most hits filed as inhibitors; 140,000 compounds, 0.17% hits;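 further: potency means the concentration at half of the fitted maximal effect; plate controls were DMSO cells for no effect and cell-free wells for full effect; nearly all actives have a fitted effect of over 45% in size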
HEK293 tox: HEK 293 cell cytotoxicity; HEK 293 viability, ATP luminescence (CellTiter-Glo), 48-72 h; Potency, µM (highest dose often 115 µM), for inactives: at the highest dose activity change, negative = cytotoxicity, most hits filed as inhibitors; 94,000 compounds, 6.6% hits; AID 1345083; further: potency means the concentration at half of the fitted maximal effect; nearly all actives have a fitted effect of over 60% in size
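qHTS cytotoxicity; HEK 293, 250 cells/well; compound pinned; 48 or 72 hr, 37 degree Celsius, 5% CO2, 95% humidity; CellTiter-Glo, 10 min RT; luminescence (ATP).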
The depositor's hits bear a star; i = inactive; ? = inconclusive; nt = no result given; [ ] = remark or other dose. Unless noted, the call rests on the fitted dose curve; in most records, active means well fitted curve in the direction sought with a large enough effect; inconclusive means small, poorly fitted or top-dose-only effect, or another doubt; inactive means no such curve, though single readings can be large; an effect the other way counts as inactive or inconclusive. Unless noted, on the % scale 0 is the no-effect control and ±100 the full control effect.

SMILES	FLuc inh	GPT2 inh	3T3 cytotox	HEK293 viab	IP6K1 inhibitor	SNCA expr inhib	HEK293 tox
CCc1ccc(-n2c(=O)c3sc4ccccc4c3n(CC(=O)N(CC)Cc3ccccc3)c2=O)cc1	nt	nt	nt	-21.0%	-17.5	35.4%	nt
Fc1ccc(CN2CC(Oc3ccc4c(c3)OCO4)C2)cc1	nt	i	0.2%	0.6%	-1.6	1.7%	-0.1%
COc1cccc(CN2CCCN(Cc3ccncc3)C(c3ccccc3)CC(=O)NCC2)c1 (centres undefined)	1.3%	-1.8%	?	1.7%	27.3	?	?
Cc1ccc2oc(C(=O)N(Cc3cccc(F)c3)C3CCS(=O)(=O)C3)c(C)c2c1 (centres undefined)	nt	nt	nt	?	14.7	40.5%[activator]	nt
C=C1CCC2[C@](C)(CCC[C@@]2(C)C=O)[C@H]1CC/C(C)=C/CO (some centres undefined)	nt	-0.5%	nt	0.7%	-7.3	nt	nt
COc1cccc(C2CC(=O)N3CN(C4CCCCC4)CSC3=C2C#N)c1 (centres undefined)	nt	nt	nt	-18.2%	-7.9	-20.7%	nt
C#CCNC(=O)C1CCc2nnc(C3CCN([S+](=O)([O-])c4ccccc4)CC3)n21 (centres undefined)	nt	0.9%	-5.3%	1.9%	0.4	4.2%	-7.7%
Cc1ccc(-n2c(C3CCN(C(=O)c4ccc(F)c(F)c4)CC3)n[nH]c2=O)cc1	-3.6%	i	10µM*	-10.9%	-14.7	19.1%	11.6%
CCOC(=O)C1=C(C)N=C2SC=C(CC(=O)Nc3ccc(OC)cc3)N2C1c1cccc(OC)c1 (centres undefined)	-7.7%	-7.6%	?	-6.3%	-11.5	5.4%	?
COc1ccc(NC(=O)Cn2c(=O)oc3cc(S(=O)(=O)N4CCCCC4C)ccc32)cc1 (centres undefined)	nt	nt	nt	-3.7%	-1.5	-9.3%	nt
O=C(C1CCCN(Cc2cccc(-c3ccc(F)cc3F)c2)C1)N1CCC(c2ccccc2)CC1 (centres undefined)	nt	3.9%	?	-11.3%	4.1	6.9%	?
O=C(NCc1ccc(N2CCOCC2)cc1)c1cccc2c1CCN2C(=O)C1CC1	0.0%	i	?	12.1%	-4.4	33.7%[activator]	?
O=C(c1ccncc1)N1CC(N(CC2CC2)C2CCOCC2)C1	nt	i	-12.4%	10.0%	-15.9	34.8%[activator]	-9.3%
O=C(Nc1ccc2ncnc(N3CCCC3)c2c1)c1cccc(Br)c1	-6.1%	i	14.1µM*	-13.9%	11.6	-22.9%	17.8µM*
COCCN1C(=O)c2ccccc2C(C(=O)Nc2ccc(OC)cc2)C12CCCC2 (centres undefined)	11.0%	i	-6.2%	-5.8%	9.3	11.1%	0.7%
c1coc(-c2ccnc3nc(-c4cccs4)nn23)c1	-12.6%	i	35.5µM*	-7.0%	1.6	8.3%	-13.7%
O[C@@H]1CO[C@H]2[C@@H]1OC[C@@H]2n1cc(-c2ccccn2)nn1	1.7%[230 µM]	?	-10.9%[230 µM]	5.8%[87.6 µM]	8.1	15.9%[87.6 µM]	-6.0%[230 µM]
CCC1C(=O)N(C)c2cnc(Nc3ccc(C(=O)NC4CCN(C)CC4)cc3OC)nc2N1C1CCCC1 (centres undefined)	nt	i	nt	?	-12.8	nt	nt
CCn1c(=O)c2cc(C(=O)NCCc3ccc(OC)c(OC)c3)sc2c2ccccc21	nt	nt	nt	3.2%	-9.3	33.7%[activator]	nt
NC(=O)CN1C(=O)[C@@H]2CN(C(=O)c3ccc4c(c3)OCO4)CCN2C1=O	-9.7%[172 µM]	i	-32.1%[174 µM]	5.8%[87.6 µM]	-7.2	-6.3%[87.6 µM]	-4.2%[172 µM]
CCCOc1ccc(C(=O)Nc2ccc3oc(-c4ccc5ccccc5c4)nc3c2)cc1	nt	nt	nt	-1.1%	43.4	48.6%[activator]	nt
CCOc1ccccc1C1NC(=O)N(CC(=O)NC2CCCCC2)C2=C1C(=O)OC2 (centres undefined)	-18.7%	i	-15.4%	16.8%	-15.7	0.4%	-17.7%
C=CCNC(=O)C1CC(=O)N(c2n[nH]c3cccc(F)c23)C1 (centres undefined)	-3.1%	1.6%	-26.8%	0.0%	-12.9	0.6%	-10.7%
CNC(=O)c1cc[nH]c1C1CCCN(C(=O)CCc2c[nH]c3ccccc23)C1 (centres undefined)	-6.8%	i	?	1.7%[12.5 µM]	4.4	?	?
CN1CC(=O)N(C2CCC2)Cc2c1ncnc2N1CCC(c2ccccc2)CC1	13.5%	i	?	-7.6%	-9.5	-4.9%	44.7µM*

5 compounds from above, sorted by length of the SMILES, smallest number first.
SMILES	FLuc inh	GPT2 inh	3T3 cytotox	HEK293 viab	IP6K1 inhibitor	SNCA expr inhib	HEK293 tox
O=C(c1ccncc1)N1CC(N(CC2CC2)C2CCOCC2)C1	nt	i	-12.4%	10.0%	-15.9	34.8%[activator]	-9.3%
O=C(NCc1ccc(N2CCOCC2)cc1)c1cccc2c1CCN2C(=O)C1CC1	0.0%	i	?	12.1%	-4.4	33.7%[activator]	?
CCOc1ccccc1C1NC(=O)N(CC(=O)NC2CCCCC2)C2=C1C(=O)OC2 (centres undefined)	-18.7%	i	-15.4%	16.8%	-15.7	0.4%	-17.7%
COc1ccc(NC(=O)Cn2c(=O)oc3cc(S(=O)(=O)N4CCCCC4C)ccc32)cc1 (centres undefined)	nt	nt	nt	-3.7%	-1.5	-9.3%	nt
O=C(C1CCCN(Cc2cccc(-c3ccc(F)cc3F)c2)C1)N1CCC(c2ccccc2)CC1 (centres undefined)	nt	3.9%	?	-11.3%	4.1	6.9%	?

Some of the entries so far, field by field.
CCn1c(=O)c2cc(C(=O)NCCc3ccc(OC)c(OC)c3)sc2c2ccccc21
  FLuc inh: nt
  GPT2 inh: nt
  3T3 cytotox: nt
  HEK293 viab: 3.2%
  IP6K1 inhibitor: -9.3
  SNCA expr inhib: 33.7%[activator]
  HEK293 tox: nt
NC(=O)CN1C(=O)[C@@H]2CN(C(=O)c3ccc4c(c3)OCO4)CCN2C1=O
  FLuc inh: -9.7%[172 µM]
  GPT2 inh: i
  3T3 cytotox: -32.1%[174 µM]
  HEK293 viab: 5.8%[87.6 µM]
  IP6K1 inhibitor: -7.2
  SNCA expr inhib: -6.3%[87.6 µM]
  HEK293 tox: -4.2%[172 µM]

(next part)
SMILES	FLuc inh	GPT2 inh	3T3 cytotox	HEK293 viab	IP6K1 inhibitor	SNCA expr inhib	HEK293 tox
COc1ccc(C2Cn3cnc(-c4nc(-c5ccc6c(c5)OCO6)no4)c3CO2)cc1 (centres undefined)	-22.4%	i	-16.2%	-8.0%	-17.2	28.0%	-10.8%
COc1ccc(CNC(=O)[C@H]2O[C@H](CCN3CCN(c4ccccc4)CC3)CC[C@@H]2O)cc1	-8.5%	1.7%	-18.4%	-6.7%	-10.0	4.3%	-20.8%
COc1cccc(CNC(=O)CN2C(=O)NC3(CCC(C)CC3)C2=O)c1OC (centres undefined)	3.6%	i	-6.0%	2.5%	-4.1	2.6%	8.2%
O=[S+]1([O-])NC2(CCN(Cc3ccccc3)CC2)CNc2ccccc21	1.1%	-5.8%	-28.8%	2.2%	11.6	-19.3%	-28.9%
Cc1ccc(S(=O)(=O)N2CCN(Cc3cc(=O)n4nc(-c5ccccc5Cl)sc4n3)CC2)cc1	nt	nt	nt	-1.1%	-4.2	2.5%	nt
COc1ccc(CN2CCC3(CC2)CC(O)CCO3)cc1OC (centres undefined)	9.5%	i	0.9%	8.8%	7.8	9.9%	i
CNC(=O)CCC1CCCN(S(=O)(=O)c2cccc(F)c2)C1 (centres undefined)	3.0%	1.0%	2.3%	-2.1%	12.1	-19.6%	5.5%
Cc1ccc(C(=O)N2CCCN(c3cc(-c4ccc(C)c(C)c4)[nH]n3)CC2)cc1C	-16.9%	?	?	-18.7%	-1.7	-21.3%	35.5µM*
Cc1nn(C)c(C)c1S(=O)(=O)N1CCOc2ccc(CN3CCOCC3)cc2C1	nt	i	-36.1%	18.3%	-4.9	-1.4%	-18.5%
COc1cc(Cl)c(C)cc1NC(=O)Cn1cc(S(=O)(=O)N2CCC(C)CC2)c2ccccc2c1=O	nt	nt	nt	2.5%	-14.5	15.1%	nt
Cc1ccc(CNC(=O)Cn2c(=O)ccc3cc(S(=O)(=O)N4CCCC4)ccc32)cc1	nt	nt	nt	-13.3%	5.7	15.2%	nt
COc1ccc(CNC(=O)C2CCN(c3nc4ccccc4[nH]3)CC2)cc1OC	nt	nt	nt	-1.3%	10.1	45.6%[activator]	nt
COc1cc(C)ccc1OCCSc1nc(-c2cccc(C)c2)nc2cc(=O)[nH]n12	nt	nt	nt	-9.9%	5.7	-10.4%	nt
Cc1cn2nc(C(=O)NCc3ccc(F)cc3)cc2c(=O)[nH]1	-19.2%	i	-1.2%	0.7%	-0.6	4.3%	4.0%
CCC(C)NC(=O)CCc1c(C)nc2c(c(C)nn2-c2ccc(C)cc2)c1C (centres undefined)	nt	nt	nt	-17.8%	25.7	3.8%	nt
CC(C)NC(=O)NC1CCCN(c2ccc3nnc(C4CC4)n3n2)C1 (centres undefined)	nt	nt	2.6%[138 µM]	nt	1.7	nt	i
CCOCC(=O)N1CCC(N2C(=O)C3(CCCC3)C2c2ccccc2)CC1 (centres undefined)	-3.3%	i	-23.2%	11.3%[12.5 µM]	-3.7	-2.1%	-6.1%
COc1ccc2c3c1CN(C(=O)NCc1ccccc1)CC3=CC(C)(C)CO2	nt	nt	?	nt	4.8	nt	39.8µM*
CCC(C)/C=C(C)/C=C/C1=CC2=C(Cl)C(=O)C(C)(OC(C)=O)C(=O)C2=CN1CCCC(=O)O (centres undefined)	nt	3.0%[27.3 µM]	nt	-17.0%[23.9 µM]	9.2	nt	nt
CN(C)c1ccc(CNC(=O)CCCn2ccc3cc(S(=O)(=O)N4CCCC4)ccc32)cc1	nt	nt	nt	-5.1%	43.0	-9.9%	nt
O=C(NC1CCCN(c2cc(-c3ccc(F)cc3)[nH]n2)C1)c1ccccc1Br (centres undefined)	-19.5%	1.4%	?	-11.3%	0.0	28.1%	?
O=C(c1cc(F)cc(F)c1)N1CCN(C2CCN(Cc3cccnc3)C2=O)CC1 (centres undefined)	4.9%	i	-8.3%	3.2%	16.1	-4.2%	-21.9%
CCn1cc(C(=O)N2CCN(c3cc(Cl)ccc3C)CC2)c2cc(OC)c(OC)cc2c1=O	nt	nt	nt	4.6%	9.6	37.4%[activator]	nt

High-throughput results: PubChem, National Center for Advancing Translational Sciences (NCATS)
